PglD inh: blocks C. jejuni PglD acetyltransferase activity; purified PglD enzyme, DTNB colorimetric CoA detection; inhibition, % at 12.5 µM; 360,000 compounds, 0.098% hits; in the data active = inhibition above about 16%, passing the limit was not always enough; inconclusive = no clear call, values can overlap the other calls; note: strong numbers were not always called active
S100A4 MyoIIA: blocks human S100A4 binding to myosin IIA peptide; 360,000 compounds, 0.14% hits; inhibition, % at 10.7 µM; S100A4/TAMRA-MyoIIA peptide fluorescence polarization; AID 652163;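 active = mean inhibition of at least 70% across replicates, with every replicate also reaching that level; inconclusive = mean inhibition reaches 70% but some replicates fall short; inactive = mean inhibition below 70%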
Target sequence (P26447 whole entry, looked up): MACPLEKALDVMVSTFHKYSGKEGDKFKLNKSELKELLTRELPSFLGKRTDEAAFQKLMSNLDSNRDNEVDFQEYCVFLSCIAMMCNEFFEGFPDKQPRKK
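Material: S100A4 monomer protein / Buffer or medium: 50 mM HEPES pH 7.2, 10 mM CaCl2, 100 mM KCl / Times: 5 min incubation before reading / Benchmarks: neutral control DMSO, positive control TFP / Reagent: labelled myosin peptide probe, 5 nM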
ERp5 block: inhibitors of human ERp5; Q15084; ERp5 insulin aggregation, absorbance 650 nm, 90 min; inhibition, % at 9.99 µM; 350,000 compounds, 0.05% hits;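 active = mean replicate inhibition above about 25%, with every replicate also reaching it, limit read from the data, passing the limit was not always enough; inconclusive = only one of those two criteria met; inactive = neither criterion met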
Target sequence (Q15084 whole entry, looked up): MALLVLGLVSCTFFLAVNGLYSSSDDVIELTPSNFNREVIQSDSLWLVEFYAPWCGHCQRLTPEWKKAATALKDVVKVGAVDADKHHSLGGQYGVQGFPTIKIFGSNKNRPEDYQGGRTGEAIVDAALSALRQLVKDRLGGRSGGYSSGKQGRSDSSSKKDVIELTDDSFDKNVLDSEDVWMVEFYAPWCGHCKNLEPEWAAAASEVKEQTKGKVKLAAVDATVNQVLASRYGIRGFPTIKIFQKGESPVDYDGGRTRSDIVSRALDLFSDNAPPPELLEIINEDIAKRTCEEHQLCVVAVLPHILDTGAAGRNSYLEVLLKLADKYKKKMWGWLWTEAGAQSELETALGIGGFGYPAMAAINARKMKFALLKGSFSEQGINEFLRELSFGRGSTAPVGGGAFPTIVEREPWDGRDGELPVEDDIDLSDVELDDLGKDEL
SIRT5 block: sirtuin-5 (human) deacylase inhibition | 330,000 compounds, 1.1% hits | inhibition, % at 15 µM | Purified SirT5, succinyl-peptide AMC, trypsin-coupled fluorescence; in the data active = inhibition above about 15%; inconclusive = no clear call, values can overlap the other calls
Target sequence (Q9NXA8 whole entry, looked up): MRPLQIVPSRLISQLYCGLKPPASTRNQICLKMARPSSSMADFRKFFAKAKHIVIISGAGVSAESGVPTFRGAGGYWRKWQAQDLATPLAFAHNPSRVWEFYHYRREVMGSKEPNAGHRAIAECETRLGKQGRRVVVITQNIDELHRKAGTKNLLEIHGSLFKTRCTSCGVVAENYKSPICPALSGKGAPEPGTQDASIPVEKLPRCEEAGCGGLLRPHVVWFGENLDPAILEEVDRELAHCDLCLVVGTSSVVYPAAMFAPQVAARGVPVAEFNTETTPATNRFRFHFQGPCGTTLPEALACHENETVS
E-sel inducer: E-selectin induction on HUVECs | P16581 | HUVEC E-selectin immunofluorescence imaging; normalized: neutral wells 0, TNF-alpha wells 100 | activation, % at 7.58 µM | 260,000 compounds, 0.37% hits | AID 686992;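 active = mean E-selectin-positive cell signal at least 10% of the positive control, reached in at least 60% of replicates, without over 20% cell loss; inconclusive = no rule given, readout overlaps actives, possibly toxicity-flagged; inactive = the rest, including those meeting only one limit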;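 note: in these data hits start at about 27%; measured in HUVEC primary endothelial cells; signal is the percent of cells scored E-selectin positive by PE staining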
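Assay system: HUVEC primary endothelial cells. Input: 3,000 HUVEC seeded per well. Doses: one compound dose added by pin transfer. Read-out basis: % PE-positive cells. Benchmarks: TNF-alpha high, DMSO low. Detection: immunofluorescence imaging. Buffer or medium: EGM-2, gelatin.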
DENV2 CPE: protects cells from dengue virus 2 cytopathic effect; DENV2-infected cells, cytopathic effect rescue, plate reader; CPE inhibition, % at 9.99 µM; 350,000 compounds, 1.7% hits; in the data active = CPE inhibition above about 20%, passing the limit was not always enough; inconclusive = no clear call, values can overlap the other calls; tested in BHK-21 cells;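 note: 0% = median of neutral control wells and 100% = median of positive control wells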
Statin myotox sup: protects C2C12 myotubes from simvastatin toxicity; ATP luminescence, 48 h; scaled: DMSO 0, geranylgeraniol control 100; rescue of ATP level, % at 7.49 µM; 330,000 compounds, 0.78% hits;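 active = mean ATP rescue above about 67%, or every replicate alone reaching that limit, limit read from the data, passing the limit was not always enough; inconclusive = no clear call, values can overlap the other calls; inactive = mean under the limit and some replicate under it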;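 note: myotubes were challenged with 10 µM simvastatin during compound exposure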
The depositor's hits bear a star; ? = inconclusive; . = not tested or not shown; & = joins results of further samples. An excerpt (hit frequency here may not be typical).

Structure	SIRT5 block	E-sel inducer	DENV2 CPE	PglD inh	ERp5 block	S100A4 MyoIIA	Statin myotox sup
Cc1ccc(C)c(OCc2cc(C(=O)NC3CCOC(C)(C)C3)no2)c1 (centres undefined)	-3	0.0	-6	1	-7	-7	-19
CCCN(C)C[C@@H]1Oc2cc(-c3ccccc3F)ccc2S(=O)(=O)N([C@@H](C)CO)C[C@@H]1C	14	3.9	7	0	1	-55	4
C[C@@H]1CN([C@H](C)CO)C(=O)Cc2cc(N(C)C)ccc2O[C@H]1CN(C)S(=O)(=O)c1cccs1	.	0.0	-4	0	-5	-3	-36
CCOC(=O)C1=C(C)NC(C)=C(C(=O)OCC)C1	-1&2	0.1	-3	2&-4	-2&0	-2&9	-12&5
CN(C)c1ccc(N=C/C=C2/N(C)c3ccccc3C2(C)C)cc1	0	-0.2	1	8	3	-44	.
Cc1ccc(-c2n[nH]c(=S)c3ccccc23)cc1S(=O)(=O)NCC1CCCO1 (centres undefined)	-4	0.8	-3	2	2	2	-88
CCOc1ccc(-n2cc(-c3ccc(OC)c(OC)c3)[nH]c2=S)cc1	2	1.2	0	.	7	4	-15
COc1ccc(C)cc1S(=O)(=O)n1c([N+](=O)[O-])cnc1C	.	.	2	4	4	6	-3
CC1(C)O[C@@H]2[C@H](O1)[C@@H](CO)O[C@H]2n1c(N2CCCCC2)nc2c(N)ncnc21	.	-0.3	.	2	4	2	-7
CCOC(=O)[C@]12CCCC=C1N(Cc1ccc3c(c1)OCO3)C(=O)[C@H](CC(=O)NCCCOC)C2	-2	.	-9	.	-1	-4	.
O=C(Nc1cccc2c1CCCC2)c1ccncc1	-2	.	-6	-3	8	-1	-54
C[C@H](CO)N1C[C@H](C)[C@@H](CN(C)S(=O)(=O)c2cccs2)Oc2ccc(NC(=O)C3CC3)cc2C1=O	4&-1	-0.1	-5&0	-6	4&-1	-2&-1	3

New compounds follow:
Structure	SIRT5 block	E-sel inducer	DENV2 CPE	PglD inh	ERp5 block	S100A4 MyoIIA	Statin myotox sup
CCC(C)Nc1ncnc2c1cnn2Cc1ccc(Cl)cc1 (centres undefined)	2	-1.0	?	2	5	4	.
Cc1cc(NC(=O)C2CC(c3ccc(F)cc3)=NO2)n(-c2ccccc2)n1 (centres undefined)	-1	0.7	16	-1	0	0	5
CCC(=O)N1CC2(C1)[C@H](c1ccccc1)[C@H](CO)N2CC1CCCC1	-2	0.0	16	.	-1	1	.
CCOc1ccc2nc(NCCCO)[nH]c2c1	-2	.	.	-1	3	3	12
CCC(NC(=S)NC1CCCCC1)c1ccc(C(C)C)cc1 (centres undefined)	-5	1.4	6	-3	-18	4	6
COC(=O)C[C@@H]1C[C@H]2c3cc(NC(=O)NC4CCCCC4)ccc3O[C@H]2[C@H](CO)O1	-5	-0.4	0	0	8	8	-3
O=C(N/N=C/C(Br)=C/c1ccccc1)c1ccncc1	-2	.	?	.	-2	-3	.
Cc1ccc(-n2c(CCC(=O)O)ccc2-c2cccs2)cc1	-4	.	3	-1	-4	-15	-2
Cn1c(=O)c(C(=O)CN2CCOCC2)c(N)n(Cc2ccccc2)c1=O	0	.	.	0	-9	-4	.
N#C[C@@H]1[C@@H](c2ccc(-c3cccc(F)c3)cc2)[C@@H](CO)N1S(=O)(=O)c1cccc(F)c1	4	-0.4	-21	-2	-3	-4	-19
C[C@H](NC(=O)C[C@H]1C[C@H]2c3cc(N(C)C)ccc3O[C@H]2[C@@H](CO)O1)c1ccccc1	-5	0.1	0	-1	7	10	-4
Nc1c(C=C2C=CC(=O)C=C2)c(=O)nc2sc(CC(=O)N3CCOCC3)nn12	23*	-0.4	-3	.	3	-5	.

(further entries)
Structure	SIRT5 block	E-sel inducer	DENV2 CPE	PglD inh	ERp5 block	S100A4 MyoIIA	Statin myotox sup
CS(=O)(=O)N(CC(=O)N/N=C/c1ccccn1)c1ccc(Oc2ccccc2)cc1	0	.	14	8	-5	5	8
C[C@@H]1CCCCO[C@@H](CN(C)Cc2ccc(C(F)(F)F)cc2)[C@@H](C)CN([C@H](C)CO)C(=O)c2cc(NC(=O)CCCCCC(=O)Nc3ccccc3N)ccc2O1	.	-0.4	4	.	3	12	.
C[C@H]1CN([C@@H](C)CO)C(=O)Cc2cc(NC(=O)Cn3cnnn3)ccc2O[C@@H]1CN(C)C(=O)Nc1cccc2ccccc12	.	-2.8	-4	0	.	.	23
C[C@@H]1CN([C@@H](C)CO)C(=O)c2cc(NS(=O)(=O)c3ccccc3)ccc2O[C@H]1CN(C)C(=O)Nc1ccccc1	-1	0.0	8	2	2	-10	-7
O=C(NCCC(=O)N1CCCCCCC1)c1ccc(Cl)cc1	-3	.	5	6	-1	-7	6
CC(=O)Nc1ccc(C(=O)N2CCN(C(=O)c3ccco3)CC2)cc1	17*	.	.	3	2	-1	-6
O=C(Nc1ccc2c(c1)[C@H]1C[C@H](CC(=O)N3CCOCC3)O[C@H](CO)[C@H]1O2)NC1CCCCC1	0	-0.1	3	3	0	1	1
OC[C@@H]1CN(Cc2ccco2)C[C@H](n2cnc3c(NC4CCCC4)ncnc32)O1	.	-0.1	-7	4	8	40	-25
Cc1cccc(C(=O)N2CCC(N3CCC(C(=O)N4CCOCC4)CC3)CC2)c1	-1	0.1	4	5	18	-10	-8
COc1ccc(S(=O)(=O)N(C)C[C@@H]2Oc3ccc(NS(=O)(=O)c4ccccc4)cc3CC(=O)N([C@H](C)CO)C[C@@H]2C)cc1	0	1.0	-2	-3	0	11	-26
Cc1nn(C)cc1NC(=O)C[C@@H]1CC[C@H]2[C@@H](COc3ccc(NC(=O)C4CCC4)cc3C(=O)N2C)O1	.	0.0	.	8	.	.	-10
O=C(O)C(CCCCNS(=O)(=O)c1ccc(F)cc1)NS(=O)(=O)c1ccc(F)cc1 (centres undefined)	-4&-7	.	?	6&-4	7&4	8&-2	-4&-6

Later entries:
Structure	SIRT5 block	E-sel inducer	DENV2 CPE	PglD inh	ERp5 block	S100A4 MyoIIA	Statin myotox sup
Cc1cc(C)cc(OCc2ccc(C(=O)NC3CCOC3=O)o2)c1 (centres undefined)	-1	.	-11	.	-1	-1	.
O=C(c1ccco1)N1CCN(Cc2nc(-c3cccs3)no2)CC1	.	1.0	3	.	4	0	10
O=C(C[C@@H]1C=C[C@H](NC(=O)CC2CC2)[C@H](CO)O1)NCc1ccc(-c2ccccc2)cc1	0	-0.1	?	1	0	3	22
CCN(CC)C(=O)COc1ccc2c3c(c(=O)oc2c1)CCCC3	-13	.	10	6	4	1	-1
COc1ccc(/C=C/C(=O)c2ccc3c(c2)OCO3)cc1OC	1	-0.5	-6	5	2	1	-1
Cc1noc(C)c1S(=O)(=O)Nc1ccc2c(c1)C(=O)N([C@@H](C)CO)C[C@H](C)[C@@H](CN(C)C(=O)NC1CCCCC1)OCCCC[C@@H](C)O2	3	-0.1	-6	4	-7	-24	-46
CCC(=O)Nc1ccc2c(c1)C(=O)N(C)C[C@@H](OC)[C@H](C)CN(Cc1ccccc1OC)[C@H](C)CO2	1	0.3	3	7	0	4	-19
COC(=O)C(CC#Cc1ccc2c(c1)[C@]1(C(=O)N2)[C@H](C(=O)N2CCc3cc(OC)c(OC)cc3C2)[C@H]2C(=O)O[C@H](c3ccccc3)[C@H](c3ccccc3)N2[C@@H]1c1ccc(OCCO)cc1)C(=O)OC	14	.	-1	6	-6	-27	.
CCCCOc1ccc(CCC(=O)N/N=C/c2ccco2)cc1	-4	-0.2	10	1	3	-1	.
O=C(Nc1cccc(F)c1)NC1CCN(Cc2ccccc2)CC1	-1	6.9	7	6	-4	-6	-25
O=C(CSc1nc2ccccc2c(=O)n1-c1ccc(F)cc1F)NC1CCS(=O)(=O)C1 (centres undefined)	-1	0.6	1	6	1	0	-1
Cc1cc(C(=O)Nc2cccc3c2O[C@@H](CN(C)C(=O)Nc2ccc(C(F)(F)F)cc2)[C@H](C)CN([C@@H](C)CO)C3=O)n(C)n1	-7	-3.7	17	-2	-2	-8	-12

Retrieved by structure from above (2):
Structure	SIRT5 block	E-sel inducer	DENV2 CPE	PglD inh	ERp5 block	S100A4 MyoIIA	Statin myotox sup
CCCCOc1ccc(CCC(=O)N/N=C/c2ccco2)cc1	-4	-0.2	10	1	3	-1	.
COc1ccc(/C=C/C(=O)c2ccc3c(c2)OCO3)cc1OC	1	-0.5	-6	5	2	1	-1

(listing goes on)
Structure	SIRT5 block	E-sel inducer	DENV2 CPE	PglD inh	ERp5 block	S100A4 MyoIIA	Statin myotox sup
CC1CCc2sc(C(=O)OCC(=O)NC(N)=O)cc2C1 (centres undefined)	-2	5.5	12	-6	-8	-6	9
Cc1ccc(S(=O)(=O)N2CCCCC2)cc1NC(=O)Cn1cnc2c1c(=O)n(C)c(=O)n2C	0	.	1	-2	2	-2	3
C[C@@H]1CN([C@H](C)CO)S(=O)(=O)c2ccc(C#CCN(C)C)cc2O[C@H]1CN(C)C(=O)Nc1ccccc1F	3	0.3	?	-3	0	-6	-30
COC(=O)c1ccc(NC(=O)CSc2nncn2-c2ccccn2)cc1	-5	0.1	-1	1	-3	-1	-17
CCCN1CCc2c(sc3nc(SC)n(-c4ccccc4)c(=O)c23)C1	-6	-0.2	-4	-2	-1	-9	11
O=C(O)CC1CCS(=O)(=O)C1 (centres undefined)	.	-2.4	.	-176	.	.	4
CCCNC(=O)N1C[C@H]2[C@@H](c3ccccc31)[C@H](CO)N2C(=O)C1CCOCC1	.	0.1	.	-2	.	.	1
Oc1ccc(-c2nnc(Nc3cccc(O)c3)c3ccccc23)cc1	12	.	4	-5	-3	9	.
Cc1cnc([N+](=O)[O-])n1CCOC(=O)NC(=O)c1ccc(C(F)(F)F)cc1	2	4.0	-2	0	2	-4	9
CO[C@@H]1CN(C)C(=O)c2cc(NC(=O)Nc3ccccc3)ccc2OC[C@H](C)N(CC2CC2)C[C@@H]1C	-3	0.2	6	7	1	-9	2
O=c1[nH]c(=S)n(C2CCCCC2)c(O)c1C=NCCN1CCOCC1	2	-0.1	-2	1	0	-10	0
CC(C)c1cn(CC[C@@H]2CC[C@H](NS(=O)(=O)c3ccc(F)cc3)[C@H](CO)O2)nn1	-1	-0.1	-9	1	-1	-6	-3

Other records.
Structure	SIRT5 block	E-sel inducer	DENV2 CPE	PglD inh	ERp5 block	S100A4 MyoIIA	Statin myotox sup
COc1ccc(NC(=S)N2CCCC2)cc1OC	-3	.	3	.	0	-2	.
COc1ccccc1OCCn1cc(/C=N/n2cnnc2)c2ccccc21	.	-0.1	.	6	.	.	-8
C[C@H](CO)N1C[C@H](C)[C@@H](CN(C)S(=O)(=O)c2cccs2)Oc2ccc(NC(=O)Nc3ccccc3)cc2CC1=O	2	-0.3	-8	0	-1	-3	-26
CC(C)CC#Cc1ccc2c(c1)O[C@@H](CN(C)C(=O)c1cccnc1)[C@@H](C)CN([C@H](C)CO)S2(=O)=O	3	-0.3	-2	-1	0	6	40
